Bioassay records: PubChem, several laboratories
PG9 Ab binder: PG9 antibody binding by small molecule; TR-FRET gp120-PG9 antibody binding; inhibition, % at 6.7 µM; 0.43% of 360,000 active; AID 624416; in the data active = inhibition above about 8.5%
HTRA1 inh: HTRA1 (human) protease inhibition; recombinant HTRA1, FP-rhodamine activity-based probe, fluorescence polarization; inhibition, % at 5.96 µM; 0.5% of 340,000 active; AID 504803; in the data active = inhibition above about 36%;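 also: 0% = enzyme with DMSO and 100% = wells lacking enzyme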
LEDGF integ inh: blocks HIV-1 LEDGF/p75-dependent DNA integration. TR-FRET IN-LEDGF/p75 DNA integration, Eu/Cy5. inhibition, % at 3.7 µM. 0.64% of 370,000 active;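 active = inhibition above the screen-wide mean plus 3 SD, cut at about 13% in these data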;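 also: signal is the Cy5 over europium emission ratio at 671 and 618 nm; 0% = plate median of compound wells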
TCR-CD3 inh: blocks the human TCR-CD3 interaction. 0.37% of 360,000 active. TAMRA-labeled TCR probe fluorescence, biochemical. inhibition, % at 9.4 µM; in the data active = inhibition above about 19%;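 also: recombinant mutant TCR 2C K166C tagged with TAMRA read by polarization; 0% = receptor in buffer alone and 100% = receptor with positive control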
PRMT1 inh: blocks human protein arginine methyltransferase 1. inhibition, % at 2.79 µM. recombinant PRMT1, activity-based probe fluorescence polarization. Q99873. 1.3% of 370,000 active;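 active = inhibition above about 21% made by adding two undisclosed values, limit read from the data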
Target sequence (Q99873 whole entry, looked up): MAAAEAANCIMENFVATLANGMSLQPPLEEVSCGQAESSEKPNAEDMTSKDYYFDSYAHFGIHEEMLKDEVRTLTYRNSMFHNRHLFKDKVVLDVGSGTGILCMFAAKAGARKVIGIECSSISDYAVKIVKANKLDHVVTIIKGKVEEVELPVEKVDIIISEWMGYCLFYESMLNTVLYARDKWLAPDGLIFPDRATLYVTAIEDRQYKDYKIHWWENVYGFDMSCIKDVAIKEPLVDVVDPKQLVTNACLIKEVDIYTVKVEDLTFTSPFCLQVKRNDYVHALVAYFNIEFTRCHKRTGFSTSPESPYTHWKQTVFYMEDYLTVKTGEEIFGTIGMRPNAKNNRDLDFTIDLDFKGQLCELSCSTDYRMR
ABHD4 inh: inhibitors of mouse ABHD4. Q8VD66. purified mABHD4, FP-Rh probe fluorescence polarization. inhibition, % at 8.92 µM. 0.54% of 370,000 active. AID 720543;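 active = inhibition exceeding the mean over every tested compound plus 3 SD, cut at about 30% in these data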;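 also: 0% = plate median of compound wells and 100% = S159A mutant with DMSO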
Target sequence (Q8VD66 whole entry, looked up): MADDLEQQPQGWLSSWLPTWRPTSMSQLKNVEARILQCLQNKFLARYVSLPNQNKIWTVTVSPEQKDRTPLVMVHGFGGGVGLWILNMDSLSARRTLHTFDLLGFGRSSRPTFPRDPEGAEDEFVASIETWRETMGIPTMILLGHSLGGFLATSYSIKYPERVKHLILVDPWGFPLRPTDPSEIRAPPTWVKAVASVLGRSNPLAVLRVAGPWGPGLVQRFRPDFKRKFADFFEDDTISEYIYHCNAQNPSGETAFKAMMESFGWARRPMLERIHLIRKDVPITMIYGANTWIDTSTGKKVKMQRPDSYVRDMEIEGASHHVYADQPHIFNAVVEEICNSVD
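Test system: mABHD4 protein; Read-out basis: % inhibition; Incubation: 45 min + 60 min at 25 °C; Repeats: single replicate; Technique: fluorescence polarization with parallel and perpendicular emission, 525/598 nm; Compound: 8.92 µM, single dose; Benchmarks: full inhibition S159A mutant plus DMSO, zero as sample-well median.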
TDP2 absorb: TDP2 (human) inhibition, absorbance primary screen | O95551 | recombinant TDP2, T5PNP hydrolysis, p-nitrophenol absorbance 415 nm | inhibition, % at 12.8 µM | 0.34% of 370,000 active | AID 720702;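 active = inhibition above the mean of all tested compounds plus 3 SD, set per campaign, cut at about 25% in these data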;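 also: 0% = DMSO with enzyme and 100% = buffer with substrate but no TDP2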
Target sequence (O95551 whole entry, looked up): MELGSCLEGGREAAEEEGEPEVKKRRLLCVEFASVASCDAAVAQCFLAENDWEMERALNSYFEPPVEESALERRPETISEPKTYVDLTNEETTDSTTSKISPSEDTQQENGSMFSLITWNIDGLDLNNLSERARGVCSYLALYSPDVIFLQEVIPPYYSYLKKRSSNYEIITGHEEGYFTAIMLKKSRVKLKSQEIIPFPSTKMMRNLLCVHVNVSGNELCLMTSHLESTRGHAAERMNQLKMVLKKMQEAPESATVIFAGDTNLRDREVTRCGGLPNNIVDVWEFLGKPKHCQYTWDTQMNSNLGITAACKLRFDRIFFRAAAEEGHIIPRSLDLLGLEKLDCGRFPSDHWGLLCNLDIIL
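Read-out basis: percent inhibition. System: recombinant human TDP2. Buffer or medium: Mg2+-containing Tris-HCl buffer, pH 7.5. Repeats: single replicate. Timing: reaction 2 h, 37 °C. Benchmarks: high control without enzyme, low control DMSO plus TDP2. Probe or stimulus: 5 mM T5PNP. Doses: 12.8 µM only. Measured by: epi absorbance of p-nitrophenol freed from T5PNP by hydrolysis.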
SIAE primary: human SIAE inhibition, primary screen. SIAE FP-Rh probe binding, fluorescence polarization. inhibition, % at 9.66 µM. 0.69% of 370,000 active;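 active = inhibition above a cutoff: mean of compounds within the control limits plus 3 SD of those, cut at about 17% in these data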;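 also: 0% = plate median of compound wells and 100% = probe without SIAE protein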
rCAG RNA binder: r(CAG) repeat RNA binding. TO-PRO-1 dye displacement fluorescence. inhibition, % at 3 µM. 1.3% of 370,000 active. AID 651821;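 active = inhibition above the plate cutoff, the mean of all test compounds on that plate plus 3 SD, cut at about 35% in these data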;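 also: 0% = DMSO alone and 100% = 100 µM mitoxantrone as full dye displacement; higher means more dye released from RNA so lower well fluorescence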
NR1D1 modulator: modulates human Rev-erb alpha binding to DNA; Rev-erbα–FITC-DNA binding, fluorescence polarization, 90 min; 0.79% of 370,000 active; AID 1259318; activity, % at 10 µM; P20393;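 active = activity above about 14%, limit read from the data; passing the limit was not always enough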;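 also: 0% = DMSO wells with 35 nM protein and 100% = DMSO wells with 750 nM protein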
* = called active by the depositor. An excerpt, so the mix of outcomes need not match the whole.

For Nc1[nH]c(C(=O)c2ccccc2)c(-c2ccc(Cl)cc2)c1C(=O)c1c[nH]c2ccccc12 the results were PG9 Ab binder -0.7, LEDGF integ inh -4, TCR-CD3 inh -1, PRMT1 inh 1, ABHD4 inh -12, TDP2 absorb 7, SIAE primary -13, rCAG RNA binder 11 and NR1D1 modulator -1.
`COC(=O)CSc1ncnc2c1sc1nc3c(cc12)COC(C)(C)C3` gave PG9 Ab binder -1.4, HTRA1 inh -3, LEDGF integ inh 1, TCR-CD3 inh 2, PRMT1 inh 0, ABHD4 inh 7, TDP2 absorb 5, SIAE primary -5, rCAG RNA binder 0 and NR1D1 modulator -2.
For Cc1nn(CC(=O)Nc2ccc(Cl)cc2Cl)c(=O)c2ccccc12 the results were PG9 Ab binder 9.1*, HTRA1 inh -1, LEDGF integ inh -1, TCR-CD3 inh 4, PRMT1 inh 2, ABHD4 inh 3, TDP2 absorb -5, SIAE primary -5, rCAG RNA binder -2 and NR1D1 modulator 10.
CCC1=NN2C(=N)/C(=C\c3cccn3-c3ccc(OC)cc3)C(=O)N=C2S1 was read as PG9 Ab binder -1.9, HTRA1 inh -16, LEDGF integ inh 3, TCR-CD3 inh -7, PRMT1 inh 0, ABHD4 inh -27, TDP2 absorb -1, SIAE primary -15, rCAG RNA binder 27 and NR1D1 modulator -1.
Screening Cc1cc2cc(CNC(=O)Cc3ccc([N+](=O)[O-])cc3)ccc2n1C returned PG9 Ab binder 10*, HTRA1 inh 29, LEDGF integ inh -2, TCR-CD3 inh 5, PRMT1 inh -4, ABHD4 inh 2, TDP2 absorb 11, SIAE primary -1, rCAG RNA binder 1 and NR1D1 modulator -6.
Screening CCCCCCn1c(CN2CCC(C)CC2)nc2c1c(=O)n(C)c(=O)n2C returned PG9 Ab binder 0.4, HTRA1 inh 4, LEDGF integ inh -4, TCR-CD3 inh -3, PRMT1 inh 7, ABHD4 inh 4, TDP2 absorb -2, SIAE primary -3, rCAG RNA binder -4 and NR1D1 modulator -2.
Screening O=C(CSc1nc2ccccc2c(=O)n1CC1CCCO1)N1CCN(c2ccccc2)CC1 (stereo not given) returned PG9 Ab binder -2.4, HTRA1 inh 0, LEDGF integ inh -3, TCR-CD3 inh 3, PRMT1 inh 3, ABHD4 inh -5, TDP2 absorb 0, SIAE primary 15, rCAG RNA binder -7 and NR1D1 modulator -3.
Screening COc1ccc(CCNC(=O)CSc2nc3ccccc3o2)cc1 returned PG9 Ab binder 0.6, HTRA1 inh 3, LEDGF integ inh -2, TCR-CD3 inh 1, PRMT1 inh 1, ABHD4 inh -5, TDP2 absorb -13, SIAE primary 1, rCAG RNA binder 0 and NR1D1 modulator -3.
Screening C[C@H]1CN([C@@H](C)CO)C(=O)c2cc(-c3ccccc3F)cnc2O[C@@H]1CN(C)C(=O)NC1CCCCC1 returned PG9 Ab binder -0.5, HTRA1 inh -1, LEDGF integ inh 2, TCR-CD3 inh 1, PRMT1 inh -4, ABHD4 inh 3, TDP2 absorb 10, SIAE primary 1, rCAG RNA binder -1 and NR1D1 modulator 6.
Screening CC1CCN(S(=O)(=O)c2ccc(NC(=O)CN3CCOCC3)cc2)CC1 returned PG9 Ab binder -1.0, HTRA1 inh 0, LEDGF integ inh -2, TCR-CD3 inh 5, PRMT1 inh 1, ABHD4 inh 6, TDP2 absorb 3, SIAE primary -4, rCAG RNA binder -1 and NR1D1 modulator -3.
For Cc1c(NC(=O)c2ccc(Cl)c(S(=O)(=O)N3CCCCC3)c2)c(=O)n(-c2ccccc2)n1C the results were PG9 Ab binder -1.8, HTRA1 inh 8, LEDGF integ inh 0, TCR-CD3 inh 4, PRMT1 inh -1, ABHD4 inh 1, TDP2 absorb -9, SIAE primary 4, rCAG RNA binder -8 and NR1D1 modulator -7.
Screening O=C1CC(SCCc2nc3ccccc3[nH]2)C(=O)N1c1ccc(Cl)cc1 (stereo not given) returned PG9 Ab binder -2.0, HTRA1 inh -6, LEDGF integ inh -2, TCR-CD3 inh -2, PRMT1 inh 10, ABHD4 inh 5, TDP2 absorb -12, SIAE primary 5, rCAG RNA binder 4 and NR1D1 modulator -2.
For CN=C1SC(CC(=O)Nc2ccccc2F)C(=O)N1/N=C/c1ccc(O)c(OC)c1 (stereo not given) the results were PG9 Ab binder 1.8, HTRA1 inh 4, LEDGF integ inh -4, TCR-CD3 inh -4, PRMT1 inh 6, ABHD4 inh -20, TDP2 absorb -16, SIAE primary -5, rCAG RNA binder 4 and NR1D1 modulator 5.
For O=C(Nc1ccccc1)c1cc2ccccc2c(=O)s1 the results were PG9 Ab binder -0.1, HTRA1 inh -62, LEDGF integ inh -1, TCR-CD3 inh 1, PRMT1 inh 1, ABHD4 inh -22, TDP2 absorb 2, SIAE primary -24, rCAG RNA binder 8 and NR1D1 modulator 5.
S=c1[nH]nc(CCc2ccccc2)n1-c1ccc(Cl)cc1 was read as PG9 Ab binder -1.2, HTRA1 inh -5, LEDGF integ inh 6, TCR-CD3 inh -4, PRMT1 inh 20, ABHD4 inh -3, TDP2 absorb -23, SIAE primary -7, rCAG RNA binder 4 and NR1D1 modulator 0.
`COc1ccc(Nc2ncnc3sccc23)cc1OC` gave PG9 Ab binder -1.3, HTRA1 inh 5, LEDGF integ inh 1, TCR-CD3 inh -1, PRMT1 inh -1, ABHD4 inh 2, TDP2 absorb -2, SIAE primary 5, rCAG RNA binder 1 and NR1D1 modulator 4.
Screening COc1ccccc1CN1CC(C(=O)N2CCOCC2)CCC1=O (stereo not given) returned PG9 Ab binder -2.0, HTRA1 inh -2, LEDGF integ inh 1, TCR-CD3 inh -2, PRMT1 inh -3, ABHD4 inh 7, TDP2 absorb 0, SIAE primary 4, rCAG RNA binder -2 and NR1D1 modulator 0.
`O=C(O)CC(NC(=O)C12CC3CC(CC(C3)C1)C2)c1ccc(F)cc1` (stereo not given) gave PG9 Ab binder -2.2, HTRA1 inh 5, LEDGF integ inh 2, TCR-CD3 inh -2, PRMT1 inh -2, ABHD4 inh 3, TDP2 absorb 1, SIAE primary -6, rCAG RNA binder 1 and NR1D1 modulator -6.
Screening CN1OC[C@@H]2C(=O)N3CCc4c([nH]c5ccccc45)[C@@H]3C[C@@H]21 returned PG9 Ab binder -4.2, HTRA1 inh 5, LEDGF integ inh 7, TCR-CD3 inh -3, PRMT1 inh 17, ABHD4 inh 3, TDP2 absorb 5, SIAE primary 7, rCAG RNA binder 10 and NR1D1 modulator 1.
COC(=O)Cc1c(O)ccn(CCc2ccc(S(N)(=O)=O)cc2)c1=O was read as PG9 Ab binder -0.3, HTRA1 inh 3, LEDGF integ inh -2, TCR-CD3 inh -2, PRMT1 inh -1, ABHD4 inh 0, TDP2 absorb 0, SIAE primary -4, rCAG RNA binder 1 and NR1D1 modulator 5.
For CC(C)OC(=O)N(C)C[C@@H]1OCc2cnnn2CCCC(=O)N([C@@H](C)CO)C[C@@H]1C the results were PG9 Ab binder -1.6, HTRA1 inh 0, LEDGF integ inh 5, TCR-CD3 inh -5, PRMT1 inh -2, ABHD4 inh -5, TDP2 absorb -13, SIAE primary -3, rCAG RNA binder 1 and NR1D1 modulator 8.
For CCC(=O)N1CCN(c2cc(N3CCN(C)CC3)c(F)cc2[N+](=O)[O-])CC1 the results were PG9 Ab binder 1.4, HTRA1 inh -10, LEDGF integ inh -7, TCR-CD3 inh 0, PRMT1 inh 1, ABHD4 inh 15, TDP2 absorb -9, SIAE primary 2, rCAG RNA binder 0 and NR1D1 modulator 0.
`CCOC(=O)N1CCN(Cc2nc(-c3ccccc3)no2)CC1` gave PG9 Ab binder 0.1, HTRA1 inh 0, LEDGF integ inh 1, TCR-CD3 inh 1, PRMT1 inh -2, ABHD4 inh 8, TDP2 absorb 4, SIAE primary 6, rCAG RNA binder -6 and NR1D1 modulator 0.
For CSc1nc2ccccc2n1CC(=O)Nc1ccc(C)c(C)c1 the results were PG9 Ab binder -0.2, HTRA1 inh -5, LEDGF integ inh 2, TCR-CD3 inh -2, PRMT1 inh -5, ABHD4 inh -8, TDP2 absorb 1, SIAE primary -2, rCAG RNA binder 1 and NR1D1 modulator -2.
Screening COc1ccc(N2CCN(C(=O)CN3c4cccc5cccc(c45)S3(=O)=O)CC2)cc1 returned PG9 Ab binder -0.2, HTRA1 inh 2, LEDGF integ inh 0, TCR-CD3 inh -2, PRMT1 inh -1, ABHD4 inh -3, TDP2 absorb 3, SIAE primary -1, rCAG RNA binder 12 and NR1D1 modulator 0.
Screening CCCc1[nH]n(-c2nc3ccccc3s2)c(=O)c1C=NCCCOC returned PG9 Ab binder -1.3, HTRA1 inh 2, LEDGF integ inh 11, TCR-CD3 inh -3, PRMT1 inh -4, ABHD4 inh -23, TDP2 absorb -12, SIAE primary 1, rCAG RNA binder -1 and NR1D1 modulator 0.
`COc1cc(F)cc(-c2ccc3c(c2)c(-c2cccs2)c(-c2cc(OC)cc(OC)c2)n3C)c1` gave PG9 Ab binder -2.7, HTRA1 inh -16, LEDGF integ inh -1, TCR-CD3 inh -10, PRMT1 inh 0, ABHD4 inh -5, TDP2 absorb 3, SIAE primary 2, rCAG RNA binder 10 and NR1D1 modulator 4.
Screening CC(=O)C1C(c2ccc(O)cc2)NC(=O)NC1(O)C(F)(F)F (stereo not given) returned PG9 Ab binder 0.6, HTRA1 inh 3, LEDGF integ inh 4, TCR-CD3 inh -12, PRMT1 inh -8, ABHD4 inh -5, TDP2 absorb -20, SIAE primary 1, rCAG RNA binder 1 and NR1D1 modulator -11.
`Cc1cc(C)cc(N(CC(=O)NCc2ccco2)C(=O)CCC(=O)Nc2ccccn2)c1` gave PG9 Ab binder -1.3, HTRA1 inh 4, LEDGF integ inh 1, TCR-CD3 inh 0, PRMT1 inh -1, ABHD4 inh -1, TDP2 absorb -7, SIAE primary -7, rCAG RNA binder -9 and NR1D1 modulator 1.
Screening Cc1ccc(C(=O)COC(=O)c2nc(Cl)ccc2Cl)cc1 returned PG9 Ab binder 2.3, HTRA1 inh -7, LEDGF integ inh -2, TCR-CD3 inh 6, PRMT1 inh 0, ABHD4 inh -8, TDP2 absorb -6, SIAE primary 4, rCAG RNA binder 7 and NR1D1 modulator 0.
Screening CCN(CC)S(=O)(=O)c1ccc(C(=O)OCC(=O)Nc2ccc(-c3nc4ccc(C)cc4s3)cc2)cc1 returned PG9 Ab binder -1.3, HTRA1 inh -1, LEDGF integ inh -1, TCR-CD3 inh 2, PRMT1 inh -5, ABHD4 inh 6, TDP2 absorb 12, SIAE primary 0, rCAG RNA binder 3 and NR1D1 modulator -5.
Screening O=C1/C(=C\c2cccs2)Sc2ccc3ccccc3c21 returned PG9 Ab binder -1.5, HTRA1 inh -9, LEDGF integ inh -3, TCR-CD3 inh 1, PRMT1 inh -2, ABHD4 inh 0, TDP2 absorb 8, SIAE primary 3, rCAG RNA binder 13 and NR1D1 modulator 8.
For COc1cc(NC(=O)c2ccc(-c3cnn(C)c3)c3ccoc23)cc(OC)c1OC the results were PG9 Ab binder 1.0, LEDGF integ inh -1, TCR-CD3 inh -3, PRMT1 inh 7, ABHD4 inh -13, TDP2 absorb -3, SIAE primary -22, rCAG RNA binder 5 and NR1D1 modulator -4.
